# Assay outcomes as filed in PubChem.
# GPR151 activ: activators of human GPR151. Q8TDV0. PathHunter beta-arrestin GPR151 cells, luminescence. activation, % at 11.2 µM. 1% of 650,000 active; in the data active = activation above about 4.9%;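 also: 0% = median of compound wells and 100% = cells with positive control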
# Target sequence (Q8TDV0 whole entry, looked up): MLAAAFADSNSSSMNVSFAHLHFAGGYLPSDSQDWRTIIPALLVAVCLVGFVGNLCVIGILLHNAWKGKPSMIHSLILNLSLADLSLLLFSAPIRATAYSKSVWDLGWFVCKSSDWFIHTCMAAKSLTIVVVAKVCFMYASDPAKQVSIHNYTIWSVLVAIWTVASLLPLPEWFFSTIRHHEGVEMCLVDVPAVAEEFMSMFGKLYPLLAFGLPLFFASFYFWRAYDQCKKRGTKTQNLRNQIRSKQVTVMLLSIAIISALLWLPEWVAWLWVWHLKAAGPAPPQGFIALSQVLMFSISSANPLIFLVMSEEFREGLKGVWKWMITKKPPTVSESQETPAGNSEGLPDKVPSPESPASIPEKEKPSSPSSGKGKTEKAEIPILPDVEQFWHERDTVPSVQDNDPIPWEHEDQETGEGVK
# Starred values were filed as active, the others as inactive. An excerpt; the hit share may differ from the screen's.
CC(=O)NC[C@H]1CN(c2ccc(N3CCSCC3)c(F)c2)C(=O)O1
  GPR151 activ = 1.5
COc1cc(C2=NCCN2)cc2cc(-c3ccc(C4=NCCN4)cc3)oc12
  GPR151 activ = 1.3
CN(C)c1cc(NC(=O)Nc2ccccc2)c2ccccc2n1
  GPR151 activ = 0.3
c1ccc2c(c1)CN(CC1CC1)CC1(CCN(Cc3c[nH]c4cnccc34)CC1)O2
  GPR151 activ = -0.8
COc1ccc(Cl)cc1NC(=O)CN(C)C(=O)c1cnn(-c2ccccc2)n1
  GPR151 activ = -0.9
O=C(c1ccc(F)cc1)N(CCNc1ccccc1)c1ccccc1
  GPR151 activ = -0.9
Nc1ncnc2c1ncn2[C@H]1O[C@@H](COS(=O)(=O)NC(=O)c2ccccc2O)[C@@H](O)[C@H]1O
  GPR151 activ = -2.1
Cc1cnc(N2CCN[C@@H](Cc3ccccc3)C2)nc1Oc1ccc(-n2ccnc2)cc1
  GPR151 activ = 3.9
COc1ccc(N(CCc2cccc(C)n2)C(C)=O)cc1
  GPR151 activ = 2.8
COC(=O)c1c(NC(=O)c2c(F)c(F)c(F)c(F)c2F)sc2c1CCCCC2
  GPR151 activ = -1.5

O=C(Nc1ccc2c(c1)B(O)OC2)c1ccccc1C(F)(F)F
  GPR151 activ = 0.8
CNc1snc(C)c1C(=O)NCCOc1ccc(OC)cc1
  GPR151 activ = 2.9
CCOc1ccccc1C(=O)Nc1cccc(-c2nc3ncccn3c2C)c1
  GPR151 activ = -2.4
CCCc1ccc(S(=O)(=O)Nc2ccc(CN3CCN(CC4CC4)CC3)cc2)cc1
  GPR151 activ = 2.3
COc1ccc(-c2nc(-c3cccc(NC(=O)Cc4ccc(F)cc4)c3)no2)cc1OC
  GPR151 activ = -0.4
CC1=Nc2ccc(Cl)cc2C(O)(c2ccc(C)cc2)N1CCN1CCCCC1 (configuration not stated)
  GPR151 activ = -2.2
CCOc1ccc2cc(-c3nn(C(C)(C)C)c(N)c3C(N)=O)cnc2c1
  GPR151 activ = 2.0
CN1CCC(NCc2cccc(-c3ccc(S(=O)(=O)NCc4ccccc4)cc3)c2)CC1
  GPR151 activ = 0.4
Cc1ccccc1C(=O)N1NC(=Nc2ccccc2)SC1(C)C
  GPR151 activ = 2.5
CC(C)(C)C1CCC(CC2=C(O)c3ccccc3C(=O)C2=O)CC1 (configuration not stated)
  GPR151 activ = 0.7

CC(=O)NCC1CN(c2ccc(-c3ccc(CO)cc3)c(F)c2)C(=O)O1 (configuration not stated)
  GPR151 activ = 0.3
CCN(CC)CCCCCCNc1cc(OC)cc2c(C)ccnc12
  GPR151 activ = -2.1
CN(C)CCNC(=O)N1CCCN(c2ncnc3cc(-c4ccccc4)sc23)CC1
  GPR151 activ = -1.6
O=C(NC1CC1)c1ccc(N2CCC(Cc3ccccc3)CC2)nc1
  GPR151 activ = 4.2
COc1ccc(C(=N)N)cc1-c1cn(-c2ccc(C(=N)N)cc2)nn1
  GPR151 activ = -2.0
Cc1cccnc1NC(=O)c1cccc(OCc2c(C)noc2C)c1
  GPR151 activ = 1.6
Nc1ncc(-c2cn[nH]c2)cc1-c1nc2ncc(Cl)cc2[nH]1
  GPR151 activ = 0.5
O=C(Nc1ccc(N2CCNCC2)nc1)c1oc(-c2ccccc2)nc1C(F)(F)F
  GPR151 activ = 1.2
CCCCN(CCCC)c1c(C#N)cc(S(=O)(=O)Nc2ccccc2)cc1C#N
  GPR151 activ = -0.3
Nc1ncc(Br)cc1-c1nc2ncc(Cl)cc2[nH]1
  GPR151 activ = 1.6

# Three compounds from above, sorted by heavy-atom count, smallest number first.
COc1ccc(N(CCc2cccc(C)n2)C(C)=O)cc1
  GPR151 activ = 2.8
CCOc1ccccc1C(=O)Nc1cccc(-c2nc3ncccn3c2C)c1
  GPR151 activ = -2.4
Cc1cnc(N2CCN[C@@H](Cc3ccccc3)C2)nc1Oc1ccc(-n2ccnc2)cc1
  GPR151 activ = 3.9

# Some of the entries so far, as tab-separated lines:
compound	GPR151 activ
CN1CCC(NCc2cccc(-c3ccc(S(=O)(=O)NCc4ccccc4)cc3)c2)CC1	0.4
Cc1ccccc1C(=O)N1NC(=Nc2ccccc2)SC1(C)C	2.5

# Next structures follow.
NC(=O)c1cc(-c2ccsc2)ccc1OCCOc1ccccc1
  GPR151 activ = -1.0
CC(C)(C)OC(=O)N1CCC(Cn2nc(-c3cnc4ccccc4c3)c3c(N)ncnc32)CC1
  GPR151 activ = 0.0
Clc1ccc(CN2CCN(C3=NCCN3)CC2)cc1Cl
  GPR151 activ = -0.2
CC(Oc1cccc(Cl)c1)C(=O)Nc1ccc2oc(-c3ccncc3)nc2c1 (configuration not stated)
  GPR151 activ = 3.4
Cn1ccnc1CNCCS(=O)(=O)c1cccc(Nc2ccc(-c3cccc(F)c3)cn2)c1
  GPR151 activ = 3.3
CC(C)n1nc(-c2cc3c(Cl)cccc3[nH]2)c2c(N)ncnc21
  GPR151 activ = 0.4
CCCn1c(CNc2ccccc2O)nc2ccccc21
  GPR151 activ = -2.0
FC(F)(F)c1cc(NCCc2ccccc2)nc(-c2ccccn2)n1
  GPR151 activ = -0.8
O=C(NC1CC1)c1ccc(N2CCOc3ccc(Cl)cc32)s1
  GPR151 activ = -0.4
Cc1[nH]n2c(=O)c3c(nc2c1-c1ccc(Cl)cc1)CCCC3
  GPR151 activ = 0.3

# Among those listed so far, these have an aryl methoxy group:
COc1cc(C2=NCCN2)cc2cc(-c3ccc(C4=NCCN4)cc3)oc12
  GPR151 activ = 1.3
COc1ccc(Cl)cc1NC(=O)CN(C)C(=O)c1cnn(-c2ccccc2)n1
  GPR151 activ = -0.9
COc1ccc(N(CCc2cccc(C)n2)C(C)=O)cc1
  GPR151 activ = 2.8
CNc1snc(C)c1C(=O)NCCOc1ccc(OC)cc1
  GPR151 activ = 2.9
COc1ccc(-c2nc(-c3cccc(NC(=O)Cc4ccc(F)cc4)c3)no2)cc1OC
  GPR151 activ = -0.4
CCN(CC)CCCCCCNc1cc(OC)cc2c(C)ccnc12
  GPR151 activ = -2.1
COc1ccc(C(=N)N)cc1-c1cn(-c2ccc(C(=N)N)cc2)nn1
  GPR151 activ = -2.0
